Rab7 wt GTP bind = modulators of GTP binding to Rab7, primary screen, biochemical, wildtype, multiplex bead flow cytometry; Rab7 GTPase wild type (dog), Bodipy-FL-GTP binding; GST-Rab7 beads, fluorescent GTP binding; actives lie on both sides; untreated = 100%, excess cold GTP = 0%; GTP binding activity (percent of control), % at 10 µM; 190,000 tested, 0.055% active; AID 758, 2007;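 active means fluorescent GTP binding to Rab7 beads changed by at least 20 points from the 100% baseline, either direction, mostly lower; inconclusive means compound itself probably fluorescent, or too few beads counted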;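 further: median green fluorescence of bound Bodipy-FL-GTP per Rab7 bead population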
Mcl1-Bid inh = Mcl-1/Bid binding inhibitors, primary screen, biochemical, TR-FRET, 1536-well | 220,000 tested, 0.97% active | TR-FRET Mcl-1/Bid-Dy647 peptide binding | Induced myeloid leukemia cell differentiation protein Mcl-1 (Homo sapiens), Q07820 | inhibition, % at 21.7 µM;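 active means compounds that cut the binding signal by more than half at the single screening dose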;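 further: His-tagged Mcl-1 with europium anti-His antibody binding Bid BH3 peptide; 0% = Mcl-1 plus peptide wells and 100% = peptide-only wells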
Target sequence (Q07820 whole entry, looked up): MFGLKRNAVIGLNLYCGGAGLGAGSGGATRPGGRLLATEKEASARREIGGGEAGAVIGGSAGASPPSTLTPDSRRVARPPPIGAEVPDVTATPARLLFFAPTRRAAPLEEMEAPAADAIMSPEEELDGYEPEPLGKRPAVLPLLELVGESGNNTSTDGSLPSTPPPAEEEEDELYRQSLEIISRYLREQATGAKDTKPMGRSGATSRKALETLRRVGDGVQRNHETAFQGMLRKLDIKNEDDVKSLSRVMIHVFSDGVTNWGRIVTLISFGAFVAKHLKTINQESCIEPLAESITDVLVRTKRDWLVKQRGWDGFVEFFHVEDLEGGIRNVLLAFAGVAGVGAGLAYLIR
HRas wt GTP = modulators of GTP binding to HRas wildtype, primary screen, biochemical, bead-based flow cytometry, multiplex | GST-Ras wt beads, Bodipy-FL-GTP binding; actives lie on both sides | GTPase HRas (Homo sapiens), P01112 | AID 759, 2007 | GTP binding activity, % at 10 µM | 190,000 tested, 0.14% active;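 active means GTP binding activity at least 20% away from the 100% baseline, either lowered as inhibitor or raised as activator; inconclusive means flagged as likely green fluorescent, judged across all proteins in the well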;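 further: 0% = unlabeled GTP competition control and 100% = no-compound control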
Target sequence (P01112 whole entry, looked up): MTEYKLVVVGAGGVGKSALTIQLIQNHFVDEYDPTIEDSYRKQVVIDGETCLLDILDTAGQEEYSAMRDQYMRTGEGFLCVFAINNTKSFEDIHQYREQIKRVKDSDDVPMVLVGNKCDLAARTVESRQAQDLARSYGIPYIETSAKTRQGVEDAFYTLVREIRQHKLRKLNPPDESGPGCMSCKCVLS
Rac1 wt modul = wildtype Rac1 GTP binding modulators, primary screen, biochemical, GST-Rac1 beads, flow cytometry, multiplex; Ras-related C3 botulinum toxin substrate 1 (Homo sapiens), P63000; fluorescent GTP binding; actives lie on both sides; 0 = cold GTP competed, 100 = untreated; GTP binding activity (% of control), % at 10 µM; 190,000 tested, 0.27% active; AID 757, 2007;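 active means GTP binding activity at least 20 points away from the 100% control level, either lower or higher; inconclusive means compound flagged as likely green fluorescent, judged across all proteins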
Mcl1-Noxa inh = Mcl-1/Noxa binding inhibitors, primary screen, biochemical, TR-FRET, 1536-well; TR-FRET Mcl-1/Noxa peptide binding, 2 h; inhibition, % at 21.7 µM; 220,000 tested, 1.5% active; AID 1022, 2008;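 active means compounds that cut the protein-peptide binding signal by more than 50% relative to plate controls in a single-dose test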;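 further: His-tagged Mcl-1 with rhodamine Noxa BH3 peptide and terbium anti-His antibody; 0% = Mcl-1 plus Noxa peptide wells and 100% = peptide-only wells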
Rac1 act GTP bind = GTP binding modulators of activated mutant Rac1, primary screen, biochemical, bead-based flow cytometry, multiplex, fluorescent GTP. GST-Rac1 activated beads; actives lie on both sides; 100% means binding = to untreated wells. 190,000 tested, 0.11% active. percent activity (GTP binding), % at 10 µM;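 active means GTP binding at least 20 percentage points away from the 100% baseline, in either direction, so actives lie on both sides; inconclusive means Compound likely fluorescent itself, or too few beads counted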
Rab2A wt mod = modulators of GTP binding to Rab2A wildtype, primary screen, biochemical, dog, bead-based flow cytometry, multiplex; GST-Rab2 wt beads, Bodipy-GTP binding; GTP binding activity, % at 10 µM; 190,000 tested, 0.19% active; AID 760, 2007;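 active means GTP binding activity at least 20 points away from 100%, either lowered or raised; inconclusive means signal likely due to the compound's own green fluorescence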;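 further: 0% = beads with excess unlabeled GTP and 100% = no-compound control corrected for plate trend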
Mcl-1 Bim block = inhibitors of Bim peptide binding to Mcl-1, primary screen, biochemical, bead-based flow cytometry, multiplex; Bim peptide-Mcl-1 binding; 190,000 tested, 0.1% active; inhibition, % at 10 µM; Induced myeloid leukemia cell differentiation protein Mcl-1 (Homo sapiens), Q07820; in the data active means inhibition above about 40%;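 further: 0% = no compound tracer wells and 100% = peptide blocker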
Cdc42 wt GTP = modulators of GTP binding to wildtype Cdc42, primary screen, biochemical, multiplex bead flow cytometry, Bodipy-GTP; GST-Cdc42 beads; actives lie on both sides; percent activity (GTP binding), % at 10 µM; 190,000 tested, 0.2% active;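 active means percent activity GTP binding at least 20 points away from the 100% baseline, either down as inhibitor or up as activator; inconclusive means compound flagged as likely green fluorescent from well-wide comparison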;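 further: median bead fluorescence of bound Bodipy-FL-GTP at 100 nM; 0% = excess unlabeled GTP control and 100% = no compound control; below 100% means less GTP binding so inhibitor and above means activator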
Target sequence (P60953 whole entry, looked up): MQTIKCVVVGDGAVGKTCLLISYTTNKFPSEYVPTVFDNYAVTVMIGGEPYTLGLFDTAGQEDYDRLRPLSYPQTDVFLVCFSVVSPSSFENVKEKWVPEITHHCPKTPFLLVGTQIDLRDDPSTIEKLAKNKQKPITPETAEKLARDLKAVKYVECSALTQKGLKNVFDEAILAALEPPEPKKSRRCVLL
Avidin fluor = green autofluorescence of compounds with avidin beads – biophysical, 488/530 nm, flow cytometry, artefact control, profiling panel; compound fluorescence 488/530 nm; stronger effect = higher value; fluorescence (KMESF) at 10 µM; 220,000 tested, 0.38% active; in the data active means fluorescence above about 47; further: inactives centre near 10
Pf gamet viab = late stage P. falciparum gametocyte viability inhibitors, primary screen, ATP luminescence, HTS; P. falciparum stage V gametocytes, 24 h; inhibition, % at 10.9 µM; 150,000 tested, 0.065% active; AID 743093, 2013;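 active means inhibition above the mean plus 3 SD of compounds within the control limits, set per campaign, cut at about 38% in these data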;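 further: 0% = DMSO wells and 100% = medium only without gametocytes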
Starred values were filed as active, the others as inactive; ? = inconclusive; . = not tested or not shown.

SMILES	Rab7 wt GTP bind	Mcl1-Bid inh	HRas wt GTP	Rac1 wt modul	Mcl1-Noxa inh	Rac1 act GTP bind	Rab2A wt mod	Mcl-1 Bim block	Cdc42 wt GTP	Avidin fluor	Pf gamet viab
CN(C)S(=O)(=O)N1CCN(S(=O)(=O)c2ccc3ccccc3c2)CC1	100	-21	104	103	6	103	103	1	105	14	-40
Cn1ccnc1SCC(=O)Nc1ccc(Oc2ccccc2)cc1	101	-38	100	101	-7	98	99	1	101	5	.
Cc1nc2scc(-c3ccccc3)c2c(=O)n1N	94	8	99	102	12	100	97	0	101	7	.
C=CCn1c(COc2ccccc2)nnc1SCc1ccc(C#N)cc1	97	-8	101	106	9	99	102	0	102	32	.
Cc1ccc(C)c(CN2CCNC2=O)c1	99	-44	102	97	-1	96	100	0	98	1	16
C1=Nc2ccccc2CN1c1ccccc1	98	-20	99	98	10	100	99	-7	98	9	.
CCOc1ccc2[nH]c(C)c(CN(C)C)c(=O)c2c1	97	-6	96	93	15	93	94	-1	96	33	7
CN1C(=O)C2(c3ccccc31)C1CCCC=C1C(C#N)=C(N)C2(C#N)C#N (configuration not stated)	99	-42	99	100	6	97	97	1	99	12	10
NC(=O)C1(N2CCCCC2)CCN(C(=O)CSc2nc3ccccc3[nH]2)CC1	100	-25	102	106	13	102	101	-2	104	19	.
Cc1ccc(N2C(=O)C3ON(c4ccccc4)C(c4ccncc4)C3C2=O)c(C)c1 (configuration not stated)	88	-5	88	86	-4	89	86	-2	86	25	-12
CN(C)/C=C(\C(=O)c1ccc(F)cc1F)c1nnnn1-c1ccccc1	100	-17	101	103	8	99	98	-1	100	4	.
O=C(NCC1CCCO1)c1ccc(CS(=O)(=O)c2ccc(Br)cc2)o1 (configuration not stated)	95	-12	95	97	8	98	98	0	97	7	.
CCC(=O)NC(=S)Nc1cccc(NC(=O)CC)c1	102	-23	102	100	-17	98	102	-10	102	15	20
Cc1ccc(N(CN2C(=O)C3CC=CCC3C2=O)C(=O)c2ccco2)cc1Cl (configuration not stated)	105	-37	102	105	15	99	101	0	102	6	-15
CCn1c(SCCC(=O)Nc2ccccc2)nnc1-c1ccc(OC)cc1	103	-3	107	110	-6	106	105	-1	109	38	-28
CC(=O)N1CCc2cc(S(=O)(=O)NCCC(=O)Nc3cccc(C)c3C)ccc21	95	-13	97	103	8	97	96	2	102	29	.
C=C1c2cc(OC)ccc2NC(=O)N1CC	101	-7	103	102	5	102	102	-2	104	30	.
Fc1ccc(OCCCCCN2CCCC2)cc1	103	-13	103	110	12	97	105	-3	104	13	3
O=C(OCCCCN1C(=O)c2ccccc2C1=O)c1ccc(S(=O)(=O)N2CCCC2)cc1	105	-25	103	109	7	102	103	-8	105	7	.
COC(=O)c1ccc(Sc2ccc(F)cc2)c(N)c1	105	-18	98	102	-6	96	100	-4	99	11	.
COc1cc(NC(=O)Cc2ccc(F)cc2)cc(OC)c1OC	101	-8	99	104	-18	98	101	0	103	12	-12
Cc1cccc(N/C=C/C(=C(C#N)C#N)N(C)C)c1	97	-9	96	96	-3	96	97	-3	95	6	.
CCOc1cc(S(=O)(=O)N(CC)CC)c(OCC)cc1-n1cnnn1	98	-34	99	107	-6	102	99	6	99	9	.
CC(C)(C)NC(=O)C1CC(=O)OC1(C)C (configuration not stated)	98	-13	100	99	29	92	97	0	102	15	.
C=C(C)c1cccc(C(C)(C)NC(=O)N2CCCC2)c1	103	-17	94	95	-12	93	95	-3	92	35	.
Going on with the list.
SMILES	Rab7 wt GTP bind	Mcl1-Bid inh	HRas wt GTP	Rac1 wt modul	Mcl1-Noxa inh	Rac1 act GTP bind	Rab2A wt mod	Mcl-1 Bim block	Cdc42 wt GTP	Avidin fluor	Pf gamet viab
Cc1ccc(S(=O)(=O)N(CC(O)CN2CCCCC2)c2ccccc2)cc1 (configuration not stated)	97	-1	100	103	10	98	101	1	103	8	.
CCOC(=O)c1oc2ccccc2c1NC(=O)c1ccccc1OC	103	5	102	103	-1	99	102	-3	103	5	.
CCc1cc(=O)[nH]c(SCc2ccc(C)cc2)n1	95	-1	90	90	10	89	92	0	89	13	-15
Cc1noc(NC(=O)c2ccc(Cl)c(Cl)c2)c1Cl	98	-19	94	89	0	91	95	0	91	9	-7
CCOCCSc1nnc2nc(C)cc(C)n12	99	-7	97	97	6	95	94	1	95	19	-11
CCOc1ccc(NC(=O)Nc2ccc3c(c2)nnn3C)cc1	98	-26	98	103	0	98	98	-3	98	8	-35
Cc1cccc(NC(=O)CSc2nnc(C)n2Cc2ccccc2)c1	100	-35	99	106	9	100	102	-6	100	13	-4
O=C(O)c1ccccc1CSc1nc2ccccc2n1Cc1ccccc1C(=O)O	96	-37	89	87	17	85	86	0	85	6	.
CC(C)(C)OC(=O)N1CCC(NC(=O)c2[nH]cnc2C(=O)N[C@@H](Cc2ccccc2)C(=O)OCc2ccccc2)CC1	100	-36	94	94	-71	94	96	0	94	5	2
CCOC(=O)c1c(C)[nH]c(C(C)=O)c1C	101	-11	98	98	23	98	99	1	97	6	24
Cc1cc(C(F)(F)F)nn1CC(=O)NNC(=S)NCC(C)C	103	-50	103	110	-7	101	100	1	106	12	34
CC1=CC2=NC(=O)/C(=C\c3cccn3CCOc3cc(C)ccc3C)C(=N)N2O1	98	3	99	103	-5	102	102	6	100	6	-18
COC(=O)c1ccc2c(=O)n(CCO)c(=S)[nH]c2c1	98	-12	99	102	-7	98	100	-3	99	6	.
CC(=O)Nc1ccc(NC(=O)CSc2ccc(-c3cccs3)nn2)cc1	90	-12	96	96	-2	95	92	2	95	11	-20
CCCCNS(=O)(=O)c1ccc2c(c1)oc(=O)n2CC(=O)OCC	?	-5	?	?	4	?	?	0	?	8	.
Cc1[nH]c2ccccc2c1Cc1nnc(SCCC#N)o1	100	-21	101	107	8	100	100	.	102	8	.
COc1ccc(S(=O)(=O)NCCCCCC(=O)NCCCN2CCOCC2)cc1	101	-13	99	95	13	98	99	-7	98	14	.
NCCN=C1NS(=O)(=O)c2ccccc21	97	-7	99	106	-2	99	100	-1	99	27	0
NC(=O)CS(=O)(=O)c1nc2ccccc2n1CC(=O)N1CCCCC1	106	7	105	108	-16	101	105	-4	106	6	.
O=c1cc2c(nn1Cc1c(Cl)cccc1Cl)-c1ccccc1CC2	102	-9	103	101	6	100	102	0	102	11	.
O=C(Oc1ccc(-n2cnnn2)cc1)c1ccco1	102	-9	97	101	8	98	100	1	101	7	.
O=C(NCCC(=O)N1CCN(c2ncccn2)CC1)c1ccccc1Cl	94	-16	94	95	2	95	96	0	94	12	-1
N#Cc1cc(N2CCCCC2)c([N+](=O)[O-])cc1C#N	96	-16	101	102	-19	99	96	-3	100	3	9
COC(=O)c1ccccc1NC(=O)C1CCCN(S(C)(=O)=O)C1 (configuration not stated)	99	-24	103	109	-10	102	100	-1	104	6	-17
OCCN1CCN(Cc2cc(Cl)c3cccnc3c2O)CC1	101	-235	99	110	-59	100	102	14	104	4	.
Next records follow.
SMILES	Rab7 wt GTP bind	Mcl1-Bid inh	HRas wt GTP	Rac1 wt modul	Mcl1-Noxa inh	Rac1 act GTP bind	Rab2A wt mod	Mcl-1 Bim block	Cdc42 wt GTP	Avidin fluor	Pf gamet viab
Cc1cc(-n2nc(C)cc2C)nc(NS(=O)(=O)c2ccccc2)n1	99	0	97	100	-4	95	98	-6	95	26	0
C(#CCN1CCC(Cc2ccccc2)CC1)COCCOCc1ccccc1	101	3	99	98	13	98	97	0	99	11	7
COc1ccccc1NC(=O)Cc1c(F)cccc1Cl	98	1	95	100	3	98	96	-8	101	25	.
S=c1[nH]nc(-c2ccco2)n1/N=C/c1cccs1	95	-24	95	98	21	97	97	0	94	7	-2
CC(C)(C)c1nnc(NC(=O)CN2C(=O)C3C4C=CC(C4)C3C2=O)s1 (configuration not stated)	92	-7	93	96	11	93	92	-4	96	35	.
CCN(c1cccc(C(F)(F)F)c1)S(=O)(=O)c1ccc2c(c1)CCN2C(=O)C1CC1	99	-12	100	102	14	100	97	-2	104	11	9
CN(C)CCN1C(=O)c2oc3ccc(F)cc3c(=O)c2C1c1ccncc1 (configuration not stated)	98	-21	100	102	-1	101	99	0	102	3	.
CC(C)c1ccc(NC(=S)NCc2ccc3c(c2)OCO3)cc1	?	-39	?	?	18	?	?	-5	?	22	-9
CS(=O)(=O)N(Cc1ccccc1)c1ccc(C(=O)NCc2cccnc2)cc1	100	3	103	110	4	100	103	0	103	8	.
O=C1CC(C(=O)Nc2ccccc2)C2(CCCCC2)O1 (configuration not stated)	97	-32	100	100	19	99	98	0	98	11	-16
O=C1/C(=C\c2ccsc2)NC(=S)N1c1ccccc1	102	-42	95	88	25	91	93	-2	92	12	12
COC(=O)C(CC(=O)c1ccc(Cl)cc1)c1ccc(C)cc1 (configuration not stated)	102	0	99	104	8	97	101	-3	100	7	11
COc1ccc(-n2c(C)cc(C(=O)CSc3ccc(NC(C)=O)cc3)c2C)cc1	102	-68	99	105	8	98	98	-5	99	4	7
CCC(=O)Nc1nnc(CSCc2ccccc2)s1	96	14	97	99	14	98	96	-5	99	7	-10
COc1cccc(N(CC(=O)NCc2cccnc2)S(C)(=O)=O)c1	99	11	99	96	10	94	99	-2	97	23	.
CC(=O)c1ccc(NC(=S)N2CCN(C(=S)Nc3ccc(C(C)=O)cc3)C(C)C2)cc1 (configuration not stated)	99	-48	94	97	14	94	100	-1	97	11	4
CSc1ccc(/C=C(\C(=O)O)c2ccc(S(=O)(=O)N3CCCCC3)s2)cc1	94	1	93	94	14	91	94	8	94	3	-12
O=C(Nc1ccc(NC(=S)NC(=O)c2cccs2)cc1)c1ccco1	94	-51	94	101	28	93	91	-4	94	11	-4
CC1C(=NO)C(C)C(c2ccccc2)NC1c1ccccc1 (configuration not stated)	98	-5	100	100	-14	99	98	5	101	5	37
O=C1CS/C(=N/N=C/c2ccc(OS(=O)(=O)c3ccccc3)cc2)N1	100	-6	97	96	10	95	97	0	94	13	.

From PubChem BioAssay
